influenza NS1A: H1N1 influenza NS1A inhibitors, functional cell based assay (AID 504329) | inhibition, % at 12.5 µM, or IC50 in µM where a hit was titrated | 340,000 compounds, 0.3% hits | NS1A functional cell-based assay, percent inhibition; higher % means a stronger effect; in the data active = a potency from the dose series; inconclusive = inhibition above about 27% without an active follow-up result; also: strong numbers were not always called active
M. tuberculosis HTS: M. tuberculosis growth inhibition, HTS (AID 449762); M. tuberculosis H37Rv growth inhibition, 7H9 media; higher % means a stronger effect; inhibition, % at 25 µM; hits with a dose series show IC50 in µM; 330,000 compounds, 0.59% hits; in the data active = a potency from the dose series; inconclusive = inhibition above about 70% without an active follow-up result;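 also: bacterial growth assessed after seven days of incubation; strong numbers were not always called active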
tuberculosis growth: growth inhibition of non-replicating M. tuberculosis (AID 488890) | Mycobacterium tuberculosis non-replicating, growth inhibition; higher % means a stronger effect | inhibition, % at 25 µM; hits with a dose series show IC50 in µM | 320,000 compounds, 0.39% hits; in the data active = a potency from the dose series; inconclusive = inhibition mostly from about 82% at the one dose, without a potency; inactive = the rest, 99 in 100 with inhibition below about 76%;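 also: plate controls were DMSO cells for no effect and high antibiotic wells for full effect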
inhibitors of VEEV: inhibitors of VEEV TC-83 cytopathic effect, confirmation, Vero cells (AID 588727); 350,000 compounds, 0.13% hits; Vero cells, VEEV TC-83 cytopathic effect inhibition; higher % means a stronger effect; inhibition, % at 20 µM; hits with a dose series show IC50 in µM; in the data active = a potency from the dose series; inconclusive = inhibition mostly from about 14% at the one dose, without a potency; inactive = the rest, 99 in 100 with inhibition below about 12%; also: strong numbers were not always called active
Salmonella PhoP GFP: PhoP regulon inhibitors, Salmonella typhi PhoP promoter GFP reporter, confirmatory (AID 1850) | 310,000 compounds, 0.33% hits | inhibition, % at 50 µM, or IC50 in µM where a hit was titrated | Salmonella Typhi PhoP-promoter GFP reporter, fluorescence, 4 h; higher % means a stronger effect; in the data active = a potency from the dose series; inconclusive = inhibition mostly from about 25% at the one dose, without a potency; inactive = the rest, 99 in 100 with inhibition below about 19%;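 also: 0% = induced wells with vehicle and 100% = uninduced wells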
inhibitors of VEEV 10K pilot screen: also measured in inhibitors of VEEV; calls as there; inhibition, %; measured here: 10K pilot screen inhibition
An asterisk follows results filed as active; i = inactive; ? = inconclusive; . = not tested or not shown.

Start of the data: the first 15 records, ahead of the listing:
SMILES	influenza NS1A	M. tuberculosis HTS	tuberculosis growth	inhibitors of VEEV	Salmonella PhoP GFP	others
COC(=O)Cn1cc(C(=O)c2ccco2)c2ccccc21	-2%	-8%	50%	2.8%	7%
CCOC(=O)N1CCN(c2ccncc2S(=O)(=O)N2CCCCC2)CC1	-8%	0%	-4%	0.7%	4%
C[C@H]1CN([C@@H](C)CO)C(=O)c2cccc(NS(=O)(=O)c3cn(C)cn3)c2O[C@H]1CN(C)S(C)(=O)=O	4%	-11%	-3%	i	.
COc1ccccc1NCCC(=O)OCC(=O)NC1CCCCCC1	-1%	-3%	35%	1.1%	-10%
CSc1nc2sc3c(c2c(=O)n1C)CCCC3	-10%	51%	25%	i	-3%
COc1cccc(-n2c(CN3CCOCC3)nc3ccc([N+](=O)[O-])cc3c2=O)c1	-6%	1%	6%	7.8%	-7%
Cc1ccc(C)c(CNc2ccc(S(=O)(=O)N3CCCCC3)cc2)c1	1%	-8%	23%	i	.
COc1ccccc1CN1CCN(Cc2ccc3ccccc3c2)CC1	0%	7%	52%	1.8%	-7%
COc1ccc(C(=O)N2CCCC2)cc1S(=O)(=O)N1CCC(C)CC1	0%	2%	3%	3.4%	-6%
Cc1cc(C)n(-c2nnc(NC34CC5CC(CC(C5)C3)C4)nn2)n1	13%	?	?	0.6%	-8%
Cc1oc(CC(C)C)cc1C(=O)Nc1ccc(C(=O)O)cc1	4%	-2%	17%	i	3%
CCC(=O)NC(c1ccccc1)c1c(O)ccc2ccccc12 (configuration not stated)	-1%	5%	-2%	1.4%	-11%
COc1cc(/C=C2\SC(=S)N(Nc3ccccc3)C2=O)ccc1O	16%	1%	19%	2.3%	-3%
CS(=O)(=O)c1ccc(C(=O)Nc2cc(-c3ccccc3)nn2-c2ccccc2)cc1	5%	-2%	0%	0.3%	1%
Cc1cc(C)nc(Nc2cccc(Cl)c2)n1	-6%	3%	-3%	1.5%	3%

The whole of this part, from the start:
SMILES	influenza NS1A	M. tuberculosis HTS	tuberculosis growth	inhibitors of VEEV	Salmonella PhoP GFP	others
COC(=O)Cn1cc(C(=O)c2ccco2)c2ccccc21	-2%	-8%	50%	2.8%	7%
CCOC(=O)N1CCN(c2ccncc2S(=O)(=O)N2CCCCC2)CC1	-8%	0%	-4%	0.7%	4%
C[C@H]1CN([C@@H](C)CO)C(=O)c2cccc(NS(=O)(=O)c3cn(C)cn3)c2O[C@H]1CN(C)S(C)(=O)=O	4%	-11%	-3%	i	.
COc1ccccc1NCCC(=O)OCC(=O)NC1CCCCCC1	-1%	-3%	35%	1.1%	-10%
CSc1nc2sc3c(c2c(=O)n1C)CCCC3	-10%	51%	25%	i	-3%
COc1cccc(-n2c(CN3CCOCC3)nc3ccc([N+](=O)[O-])cc3c2=O)c1	-6%	1%	6%	7.8%	-7%
Cc1ccc(C)c(CNc2ccc(S(=O)(=O)N3CCCCC3)cc2)c1	1%	-8%	23%	i	.
COc1ccccc1CN1CCN(Cc2ccc3ccccc3c2)CC1	0%	7%	52%	1.8%	-7%
COc1ccc(C(=O)N2CCCC2)cc1S(=O)(=O)N1CCC(C)CC1	0%	2%	3%	3.4%	-6%
Cc1cc(C)n(-c2nnc(NC34CC5CC(CC(C5)C3)C4)nn2)n1	13%	?	?	0.6%	-8%
Cc1oc(CC(C)C)cc1C(=O)Nc1ccc(C(=O)O)cc1	4%	-2%	17%	i	3%
CCC(=O)NC(c1ccccc1)c1c(O)ccc2ccccc12 (configuration not stated)	-1%	5%	-2%	1.4%	-11%
COc1cc(/C=C2\SC(=S)N(Nc3ccccc3)C2=O)ccc1O	16%	1%	19%	2.3%	-3%
CS(=O)(=O)c1ccc(C(=O)Nc2cc(-c3ccccc3)nn2-c2ccccc2)cc1	5%	-2%	0%	0.3%	1%
Cc1cc(C)nc(Nc2cccc(Cl)c2)n1	-6%	3%	-3%	1.5%	3%
Cc1cc(C)n2ncc(C(=O)NCCc3ccccc3)c2n1	2%	-6%	5%	1.7%	-5%
Fc1ccccc1/C=C1\CCCC2=C1NC(=S)NC2c1ccccc1F (configuration not stated)	42%	4%	31%	1.0%	8%
O=C(NCCCn1ccnc1)c1ccc(Cl)s1	-8%	-6%	-9%	i	-5%
O=C(N1CCOCC1)N1CCN(C(=O)N(c2ccccc2)c2ccccc2)CC1	-9%	2%	-2%	3.2%	-6%
Fc1cccc(/C=N/Nc2ccccn2)c1	8%	-4%	9%	i	0%
CSCCC(NC(=O)COc1ccccc1)C(=O)N1CCN(c2cccc(C(F)(F)F)c2)CC1 (configuration not stated)	-3%	.	.	2.4%	.
O=C(Nc1ccc(Cl)cc1F)c1ccc(COc2c(F)c(F)c(F)c(F)c2F)o1	-2%	1%	76%	i	9%
CCOc1ccc(C(=O)NCCC(=O)N2CCC3(CC2)NCCc2[nH]cnc23)cc1	-1%	-3%	0%	0.6%	6%
O=C(COc1ccccc1Cl)N1CCN(c2ncccn2)CC1	8%	-1%	7%	11%	-8%
COc1ccc(N2CC(NC(=O)Nc3ccccc3)CC2=O)cc1 (configuration not stated)	-5%	-6%	5%	0.2%	1%
Cc1ccc2nc(N(CCCN(C)C)C(=O)c3cc(-c4cccs4)nc4ccccc34)sc2c1	11%	?	65%	i	-13%
CN(C)S(=O)(=O)c1ccc(C(=O)Nc2ccccc2C(=O)NCCCN2CCOCC2)cc1	5%	1%	-4%	0.5%	.
CCCn1c(N)c(C(=O)CN(C)CC(=O)Nc2ccc(C)cc2)c(=O)[nH]c1=O	-8%	.	.	1.8%	.
NS(=O)(=O)c1ccc(NC(=O)COC(=O)CNC(=O)C23CC4CC(CC(C4)C2)C3)cc1	-8%	-1%	-11%	i	1%
O=C(NC(=S)Nc1nc2ccc(F)cc2s1)c1ccco1	1%	7%	43%	3.0%	3%
Cc1cnc(C)c(N2CCN(Cc3nc(-c4ccc(C)o4)oc3C)CC2)n1	-2%	2%	14%	0.4%	9%
CN(c1ccccc1)c1ccc(/C=C(/CCC(=O)O)c2nc3ccccc3s2)cc1[N+](=O)[O-]	10%	.	.	0.9%	.
S=C(Nc1ccccc1Cl)N(Cc1ccccc1)Cc1ccccn1	-3%	-2%	61%	0.8%	31%
Cc1nn(CC(=O)Nc2ccc3c(c2)CCC3)c(C)c1[N+](=O)[O-]	-1%	-4%	0%	i	.
O=C(CC1C(=O)NCCN1C(=O)c1ccc(Cl)cc1)Nc1ccc(F)cc1 (configuration not stated)	9%	-8%	-16%	0.1%	-6%
COc1cccc([C@@H]2CC=C(C(=O)O)CN2S(=O)(=O)c2ccc(C)cc2)c1	1%	-8%	-5%	i	-2%
CC(C)CCNC(=O)COc1ccc2c(c1)C(=O)CC(C)(C)O2	5%	-5%	11%	5.4%	5%
Cc1cc(C)c2nc(NC(=O)C3CC(=O)N(Cc4ccco4)C3)sc2c1 (configuration not stated)	18%	14%	11%	8.1%	-14%
Cn1c(SCC(=O)Nc2ccccc2-c2ccccc2)nnc1-c1ccco1	25%	-7%	-1%	0.7%	1%
CCn1cc(CN2CCC(C(=O)Nc3ccc(Oc4ccccc4F)cc3)CC2)c(C)n1	0%	-5%	8%	1.5%	5%
CCCOc1ccc(S(=O)(=O)Nc2ccccn2)c2ccccc12	1%	1%	2%	0.5%	0%
Cc1cccc(NS(=O)(=O)c2csc(C(N)=O)c2)c1C	0%	0%	17%	0.2%	-2%
CCCn1c(N)c(C(=O)CSc2nc3ccccc3c(=O)n2Cc2ccccc2)c(=O)[nH]c1=O	2%	2%	21%	9.1%	5%
CCOc1ncccc1C(=O)OCc1c(Cl)cccc1Cl	-1%	-8%	-11%	i	-3%
O=C(Cc1cccs1)NCc1cccc(F)c1	5%	0%	33%	0.3%	-9%	inhibitors of VEEV 10K pilot screen=0.1
CCCc1[nH]nc2c1C1(CCOC1C)C(C#N)=C(N)O2 (configuration not stated)	8%	8%	5%	2.9%	2%
NC(=O)COC(=O)c1ccc(Cl)c(S(=O)(=O)N(Cc2ccccc2)c2ccc(Cl)cc2)c1	3%	4%	26%	i	-7%
O=C(COc1cc2oc(=O)cc(-c3ccccc3)c2cc1Cl)NC(Cc1c[nH]c2ccc(O)cc12)C(=O)O (configuration not stated)	6%	0%	-3%	1.6%	0%
CCN(C(=O)Cn1c(=O)oc2cc(S(=O)(=O)N3CCOCC3)ccc21)c1ccccc1	-6%	3%	0%	i	5%
CC(C)Sc1nc2c(c(=O)n1-c1ccc(F)cc1)SCC2	-8%	7%	9%	0.0%	-12%	inhibitors of VEEV 10K pilot screen=3.0
O=C(Cc1ccsc1-c1ccccc1)NO	-1%	?	6%	i	-4%
C/C(=N\Nc1nccnc1Cl)c1ccc(O)c(C)c1	17%	9%	5%	0.8%	5%
O=S(=O)(c1ccc(-c2csc(=Nc3ccccc3)n2CCCN2CCOCC2)cc1)N1CCOCC1	4%	3%	13%	i	1%	inhibitors of VEEV 10K pilot screen=0.6
COc1ccc(S(=O)(=O)N(CCCN2CCCC2=O)Cc2cc3c(C)cc(C)cc3[nH]c2=O)cc1	-33%	.	.	9.8%	-4%
O=C(CCCN1C(=O)c2cccc3cccc(c23)C1=O)N1CCN(Cc2ccc3c(c2)OCO3)CC1	2%	70%	29%	7.9%	2%
Cn1c([N+](=O)[O-])cnc1N1CCN(c2nncs2)C1=O	-22%	-1%	-3%	1.2%	-14%
CC1=CCC(C(=O)O)C(C(=O)NC2CCCCC2)C1 (configuration not stated)	6%	-1%	1%	0.3%	-6%
CCOc1ccc(CCNC(=O)c2cc(C)nc3ccccc23)cc1OCC	-8%	10%	1%	2.3%	-10%
Cc1cccn2c(=O)c3c(nc12)N1CCC(Cc2ccccc2)CC1C1(C3)C(=O)N(C)C(=O)N(C)C1=O (configuration not stated)	9%	62%	44%	2.5%	-1%
C[C@@H](C(=O)N[C@@H](Cc1c[nH]c2ccccc12)C(=O)O)n1nnc2ccccc2c1=O	-5%	-5%	-1%	i	6%
(listing goes on)
SMILES	influenza NS1A	M. tuberculosis HTS	tuberculosis growth	inhibitors of VEEV	Salmonella PhoP GFP	others
NC(=O)CN1CCN(C2CC(=O)N(CCc3ccccc3)C2=O)CC1 (configuration not stated)	-7%	0%	i	i	-4%
CCN1CCN(C(=O)c2cc3c(s2)-c2ccccc2S(=O)(=O)C3)CC1	8%	-2%	.	0.0%	6%
COCCN1CC(C(=O)NCCc2nc(C)c(C)s2)CCC1=O (configuration not stated)	6%	8%	0%	i	6%
Cc1csc(SCCn2c(Br)nc3c2c(=O)[nH]c(=O)n3C)n1	-13%	-10%	-7%	0.8%	-1%
Cc1ncc(CN2CCN(Cc3ccc(F)cc3)C(CCO)C2)s1 (configuration not stated)	1%	-7%	-6%	i	9%
COCCOC(=O)c1c(C)oc2ccc(OC(=O)c3c(OC)cccc3OC)cc12	0%	2%	.	8.3%	-2%
CCN1C(=S)SC(=O)C1=C1C=C(C)OC(C)=C1	16%	-4%	-1%	8.4%	-3%
CC(=O)NCc1ccc(-c2csc(-c3cccs3)n2)cc1	9%	2%	75%	2.1%	13%
CCC(C)(C)NC(=O)C(c1ccc(F)cc1)N(Cc1ccc(OC)cc1)C(=O)c1cnccn1 (configuration not stated)	.	-3%	3%	2.5%	5%
CCOc1ccc(OCC)c(NS(=O)(=O)c2ccc3c(c2)CCN3C(=O)C2CCC2)c1	-7%	1%	-11%	i	18%
Cc1ccc(C)c(Nc2cc(C)nc3ccccc23)c1	-1%	-3%	?	i	51µM*
Cc1c(NC(=O)Nc2cc(Cl)ccc2Cl)c(=O)n(-c2ccccc2)n1C	-6%	-2%	-13%	2.0%	-13%
CC1CC(C)(C)NC(=S)N1CC(=O)N1CCN(Cc2ccccc2)CC1 (configuration not stated)	-2%	3%	-19%	i	-9%
CCC(C)N(C(=O)COC(=O)c1nc(Cl)ccc1Cl)C1CCS(=O)(=O)C1 (configuration not stated)	0%	-10%	1%	0.1%	2%
CCN(CC(=O)Nc1ccc(OC)cc1)CC(=O)Nc1ccc(Br)cc1F	9%	23%	70%	i	-3%
CCOc1ccccc1N1CCN(C(=O)c2c(Cl)cnn2C)CC1	-9%	-5%	3%	1.7%	-7%
COC(=O)C1=C(C)NC2=C(C(=O)CC(c3cccs3)C2)C1c1ccsc1 (configuration not stated)	-4%	-4%	1%	3.2%	-7%

Screening data deposited in PubChem BioAssay by Southern Research Specialized Biocontainment Screening Center.
